SENP6 inh: SENP6 protease inhibition; Recombinant SENP6 catalytic domain, aminoluciferin luminescence; inhibition, % at 10 µM; actives 1.8% (n = 330,000); AID 2599;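 active means inhibition above about 50% at the single tested dose, limit read from the data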;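 further: plate controls were DMSO wells with enzyme for no effect and DMSO wells lacking enzyme for full effect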
PfG6PD inh: PfG6PD (Plasmodium falciparum) enzyme inhibition; PfGluPho enzyme, NADPH resazurin-diaphorase fluorescence; inhibition, % at 20 µM; actives 0.78% (n = 350,000);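 active means inhibition reaching at least a set limit at 20 µM in the primary screen, cut at about 59% in these data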;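 further: 0% = DMSO wells with substrate and 100% = DMSO wells lacking glucose-6-phosphate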
SENP1 FRET inh: inhibitors of human SENP1 SUMO protease catalytic domain; actives 0.21% (n = 360,000); inhibition, % at 10 µM; Q9P0U3; recombinant SENP1 catalytic domain, CyPet-SUMO1-YPet FRET cleavage;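 active means inhibition at least 30% at 10 µM, raw YFP signal under a set limit, fluorescence ratio 0.5 to 1.5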;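 further: 0% = enzyme with DMSO and 100% = no enzyme wells; some results filed as inactive read as strong as hits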
Target sequence (Q9P0U3 419-644 limits assumed): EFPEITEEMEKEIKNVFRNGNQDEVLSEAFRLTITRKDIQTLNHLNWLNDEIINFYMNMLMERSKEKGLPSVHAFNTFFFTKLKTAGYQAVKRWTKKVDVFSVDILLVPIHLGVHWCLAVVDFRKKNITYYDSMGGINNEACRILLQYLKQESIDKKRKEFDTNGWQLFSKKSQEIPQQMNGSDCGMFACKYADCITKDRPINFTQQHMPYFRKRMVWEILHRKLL
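Material: hSENP1 catalytic domain, recombinant; medium: Tris pH 8 with BME, BSA, NP40 and catalase; compound: single concentration of 10 µM compound, 0.5% DMSO final; technique: FRET read of cyan and yellow fluorescence; timing: 50 min enzyme reaction, room temperature, light-protected; reagent: SFCypet-SUMO1-SFYpet substrate at 25 nM; control set: no-enzyme low, enzyme-DMSO high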
SENP8 block: blocks human SENP8 cleavage of Nedd8 substrate | inhibition, % at 20 µM | recombinant SENP8, Nedd8 substrate fluorescence | Q96LD8 | actives 0.64% (n = 360,000); in the data active means inhibition mostly above about 40%, no sharp cut-off; inactive means mostly below about 27%
Target sequence (Q96LD8 whole entry, looked up): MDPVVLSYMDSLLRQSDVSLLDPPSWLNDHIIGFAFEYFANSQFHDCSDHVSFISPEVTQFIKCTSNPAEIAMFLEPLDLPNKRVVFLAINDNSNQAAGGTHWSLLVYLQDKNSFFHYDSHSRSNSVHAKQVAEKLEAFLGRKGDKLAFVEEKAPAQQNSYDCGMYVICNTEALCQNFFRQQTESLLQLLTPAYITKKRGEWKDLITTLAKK
MPTP inh: blocks calcium-induced mitochondrial swelling | actives 1.4% (n = 360,000) | isolated mouse mitochondria, Ca2+ swelling absorbance, 30 min | inhibition, % at 10 µM;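 active means inhibition of 50% or more, scaled per plate between neutral and stimulator controls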;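 further: 0% = DMSO wells given calcium and 100% = 1 mM EGTA wells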
GRIN3A LBD mod: modulates the human NR3A ligand-binding domain. NR3A LBD differential scanning fluorimetry, Tm shift; 0% = protein alone, 100% = glycine-bound protein. Tm shift relative to glycine control, % at 25 µM. actives 2.5% (n = 340,000);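 active means melting temperature shift of at least 10% of the positive control shift, at one fixed dose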
ATG4B inh: blocks human ATG4B protease cleavage of LC3 substrate. Q9Y4P1. ATG4B cleavage of LC3-PLA2, NBD-HPC fluorescence, 1 h. inhibition, % at 8.33 µM. actives 0.51% (n = 340,000); in the data active means inhibition above about 40%
hIAP activ: increases human intestinal alkaline phosphatase activity; P09923; purified human IAP, CDP-Star luminescence, 30 min; stronger effect = higher value; 1 = vehicle-only enzyme, 0 = enzyme-free background; activation factor at 10 µM; actives 0.16% (n = 330,000); AID 2524;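 active means activation factor of the enzyme at least 2-fold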; further: the source names both 10 and 20 µM as test concentration; values of inactives mirror those of a sister screen read the other way
Target sequence (P09923 whole entry, looked up): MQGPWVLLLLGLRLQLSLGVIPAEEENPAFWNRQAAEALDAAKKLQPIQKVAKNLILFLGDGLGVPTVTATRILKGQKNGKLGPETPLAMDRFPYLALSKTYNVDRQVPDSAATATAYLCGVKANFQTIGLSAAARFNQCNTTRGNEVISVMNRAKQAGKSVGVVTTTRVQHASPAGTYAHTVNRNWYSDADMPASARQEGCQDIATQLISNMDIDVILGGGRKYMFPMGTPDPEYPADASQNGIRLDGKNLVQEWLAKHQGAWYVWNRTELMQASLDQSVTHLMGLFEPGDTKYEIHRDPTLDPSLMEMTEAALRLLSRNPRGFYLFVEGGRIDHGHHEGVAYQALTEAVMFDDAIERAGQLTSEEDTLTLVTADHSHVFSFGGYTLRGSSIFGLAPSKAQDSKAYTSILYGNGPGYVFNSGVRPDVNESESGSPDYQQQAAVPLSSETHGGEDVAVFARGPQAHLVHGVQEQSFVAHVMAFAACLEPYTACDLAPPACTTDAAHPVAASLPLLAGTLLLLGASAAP
Numbers without * were called inactive; i = inactive; . = not tested or not shown.

Second line of a record – SENP6 inh, PfG6PD inh, SENP1 FRET inh, SENP8 block, MPTP inh, GRIN3A LBD mod, ATG4B inh, hIAP activ
CCOC(=O)C1=C(C)N=c2s/c(=C\c3ccc(OC(C)=O)c(OCC)c3)c(=O)n2C1/C=C/c1ccccc1 (configuration not stated)
 : -13, 6, -7, -3, -0.9, -2, -27, 0.89
Cc1cc(C)n2ncnc2n1
 : 0, -3, 1, -1, 0.3, 1, -8, 0.97
Cc1nonc1C(=O)N/N=C/c1ccc(O)cc1O
 : 97*, -29, -41, -26, -1.8, -45, -3, 2
O=C(CN1C(=O)NC2(CCCc3ccccc32)C1=O)NCc1ccco1 (configuration not stated)
 : 2, -13, -1, 31, -0.4, 4, -6, 1.1
CC(=O)N(C)c1cccc([N+](=O)[O-])c1
 : -3, 6, -1, 1, 0.6, 0, 5, 1.3
c1ccc(C2Nc3ccccc3C3OCCCC23)cc1 (configuration not stated)
 : 4, -4, -1, 6, 2.0, 1, 6, 0.79
Cc1ccc(C(=O)NNc2cc(N3CCCC3)nc(N3CCCC3)n2)cc1
 : 82*, -2, ., ., ., 0, 8, 1.5
NS(=O)(=O)c1ccc(NC(=O)COc2ncnc3sccc23)cc1
 : 3, 13, -21, -28, 0.2, -2, -7, 1
CC(=O)c1ccccc1OCc1ccc(C(=O)c2ccccc2)cc1
 : 0, -3, 2, -2, 12, -8, 18, 0.91
Cc1cc(C)c2oc(C(=O)N3CCN(Cc4ccccc4)CC3)cc(=O)c2c1
 : 18, 14, 2, 10, 0.3, 0, -11, 0.96
O=C(CNC(=O)c1cccs1)N/N=C/c1ccccc1[N+](=O)[O-]
 : -18, 3, 1, 5, -0.1, -1, 4, 0.9
Cc1nc2ccccc2c(C)c1C(=O)c1ccccc1
 : -3, 4, -2, 5, 1.6, -1, -3, 0.89
O=C(c1cc(-c2ccco2)nc2ccccc12)N1CCCC(C(F)(F)F)C1 (configuration not stated)
 : -15, 5, -3, i, 1.0, 2, -4, 0.88
COc1cccc(CNc2ncc(-c3ccccc3)n2C)c1
 : -8, -7, 0, -61, 2.0, 0, 7, 0.98
CCOC(=O)C1(Cc2cccc(F)c2)CCN(C(=O)C2CCCO2)CC1 (configuration not stated)
 : -2, 3, 2, 4, 1.0, -1, -15, 1
CCOC(=O)C(NC(=O)NCc1ccccc1)(OCC)C(F)(F)F (configuration not stated)
 : 1, 25, 1, 5, 0.9, -7, -7, 1.2
Clc1ccc(-c2csc(-c3cccnc3)n2)s1
 : -17, 5, -9, -192, -1.3, -5, 2, 1.1
Cc1cc2sc(C(=O)O)c(C)c2s1
 : -7, -17, 1, 17, 1.0, 0, -1, 1.2
Cc1cc(C)n(-c2c(F)c(F)c(CN3CCCCC3)c(F)c2F)n1
 : -15, -2, -7, 26, -11, -1, 7, 0.91
O=C(NCc1ccc(F)cc1)C1CCN(S(=O)(=O)N2CCOCC2)CC1
 : -16, -6, 2, 1, -0.6, -4, -5, 1.1
COCCCNC(=S)NC1CC2CCC(C1)N2Cc1ccccc1 (configuration not stated)
 : -9, -2, 1, -18, -1.1, -3, 10, 1.1
O=C(NCc1ccco1)C1CCN(c2nc3ccccc3n2Cc2ccc(F)cc2)CC1
 : -8, -9, -5, 8, -1.1, 1, -7, 0.97
CCOC(=O)c1ccccc1NC(=O)c1c(O)c2ccccc2n(CC)c1=O
 : 5, -13, 0, -110, -3.5, -11, -14, 1.1
CCCCOC(=O)C1C2CCC(O2)C1C(=O)OCC (configuration not stated)
 : ., 11, -2, 0, -1.1, 2, -1, .
CCOC(=O)c1c(C)[nH]c(C)c1C(=O)COC(=O)[C@@H](NC(=O)c1ccco1)C(C)C
 : -4, 2, -1, -5, -1.2, 0, 1, 0.83
COc1ccc(-c2noc(N3CCC(C(=O)Nc4ccc(F)cc4)CC3)n2)cc1
 : -6, 20, -1, 13, -1.0, -13, -9, 0.97
CCc1ccc(NC(=O)C(=O)NCCN2CCN(S(=O)(=O)c3ccccc3)CC2)cc1
 : -8, -6, 1, 5, -0.7, 1, 3, 0.99
COc1ccc(NC(=O)COC(=O)CC2CC3CCC2C3)c([N+](=O)[O-])c1 (configuration not stated)
 : 1, -1, 6, 40*, -1.9, -2, 1, 1.1
O=C(O)C1C2C=CC(C2)C1C(=O)NC1CCS(=O)(=O)C1 (configuration not stated)
 : -3, -10, 2, 28, 0.7, 0, -11, 1
O=C(O)CCNc1cc2ccccc2cc1C(=O)O
 : 23, 52, -35, -21, -2.2, -1, -2, 1.1
CC1CCCN(CCCNC(=O)c2ccc3c(c2)N(Cc2cccc(Cl)c2)C(=O)c2ccccc2S3=O)C1 (configuration not stated)
 : ., 13, 0, 21, -0.5, ., ., .
C=CCn1c(SCC(=O)N2CCCCC2)nnc1-c1ccncc1
 : -1, 9, 0, 7, 0.7, 1, 4, 0.99
O=C1COc2ccc(C(=O)c3ccccc3C(=O)NCc3ccco3)cc2N1
 : -9, -5, -1, 28, -0.2, 0, -10, 1
Cc1cc(C)nc(NC(=S)NC(=O)c2ccccc2F)n1
 : -2, 4, 1, 4, 2.0, 1, -10, 1.1
CC(C)(C)CC(C)(C)NC(=O)CSCC(=O)Nc1ccc2ccccc2c1
 : 6, 21, 0, 12, 10, 5, -21, 0.88
CCn1nnnc1NCc1ccc(N2CCCC2)cc1
 : -8, 1, -12, 3, -1.3, -1, -5, 0.98
CCOc1ccc(CN2CCN(Cc3cn(CC)nc3C)CC2CCO)cc1 (configuration not stated)
 : 11, -1, -1, 13, 1.3, -1, -7, 0.97
O=C(NCC1c2ccccc2CCN1C(=O)CN1CCOCC1)C1CCCCC1 (configuration not stated)
 : -8, -2, -1, 17, -1.9, 0, -10, 1
CC(Nn1cnnc1)c1cc(Cl)ccc1O (configuration not stated)
 : -1, 11, 4, 4, -0.5, -2, -2, 1
COc1cccc(NC(=O)CSc2nnc(-c3ccoc3C)n2CC2CCCO2)c1 (configuration not stated)
 : -10, -6, 0, 11, -1.9, 0, -2, 1.3
O=C(CCl)N1c2ccccc2OCC1c1ccccc1 (configuration not stated)
 : 4, 9, 0, 22, 0.4, 1, -5, 1
Clc1ccc(CNc2ncnc3[nH]ncc23)c(Cl)c1
 : ., -11, 3, 7, 0.6, 1, -3, .
COc1ccc(-c2nc(CS(=O)CC(=O)NC3CCCCCC3)c(C)o2)cc1 (configuration not stated)
 : -16, 2, 3, -1, 0.7, -3, 2, 1.3
COc1ccc(CCNC(=O)CSC(=O)c2ccccc2)cc1OC
 : -2, 23, 1, 21, 0.4, 0, -17, 0.96
O=C(NC1CCCC1)C1CCC(CNS(=O)(=O)c2ccccc2)CC1 (configuration not stated)
 : 1, 4, 0, 14, 0.2, 6, -6, 1.2
Cc1ccc2oc(-c3cc(NC(=O)c4ncn[nH]4)ccc3O)nc2c1
 : -21, -1, 0, -43, 0.1, -2, -2, 1.8
O=C1CC(c2ccc(F)cc2)Cc2nc(NCC3CCCO3)ncc21 (configuration not stated)
 : -4, 8, 1, 11, 2.9, 0, -9, 1
COc1ccccc1OCC(=O)Nc1nnc(-c2ccco2)s1
 : ., -18, 0, -136, -1.0, 1, 2, .
COc1ccc(Cl)cc1C(=O)NCC(c1ccco1)N(C)C (configuration not stated)
 : -7, -4, -4, 5, -2.0, 6, -8, 0.9
O=C(O)c1ccc(NC(=O)C2(c3ccccc3)CCCC2)cc1
 : -15, -16, 1, 30, 2.1, -1, 7, 1.1

Sorted by length of the SMILES (lowest first): some entries from above
Second line of a record – SENP6 inh, PfG6PD inh, SENP1 FRET inh, SENP8 block, MPTP inh, GRIN3A LBD mod, ATG4B inh, hIAP activ
COc1ccc(Cl)cc1C(=O)NCC(c1ccco1)N(C)C (configuration not stated)
 : -7, -4, -4, 5, -2.0, 6, -8, 0.9
COc1ccc(CCNC(=O)CSC(=O)c2ccccc2)cc1OC
 : -2, 23, 1, 21, 0.4, 0, -17, 0.96
O=C1CC(c2ccc(F)cc2)Cc2nc(NCC3CCCO3)ncc21 (configuration not stated)
 : -4, 8, 1, 11, 2.9, 0, -9, 1
Cc1ccc2oc(-c3cc(NC(=O)c4ncn[nH]4)ccc3O)nc2c1
 : -21, -1, 0, -43, 0.1, -2, -2, 1.8

Further records.
Second line of a record – SENP6 inh, PfG6PD inh, SENP1 FRET inh, SENP8 block, MPTP inh, GRIN3A LBD mod, ATG4B inh, hIAP activ
Nc1nonc1-n1nnc(C(=O)N/N=C/c2cc(Cl)ccc2O)c1CN1CCCCCC1
 : -10, ., -4, -11, -0.7, ., ., 1.4
O=S1(=O)N=C(N/N=C/c2ccccn2)c2ccccc21
 : 3, -10, 4, 32, -1.5, -1, -2, 0.95
O=C(Nc1ccc2nc(C3CC3)n(Cc3ccc(F)cc3)c(=O)c2c1)c1ccco1
 : 2, 7, -1, -6, -2.9, -6, 28, 0.92
CN(C(=S)Nc1ccc(F)cc1)C1(c2ccccc2Cl)CCCCC1=O (configuration not stated)
 : 0, 4, 4, 15, -1.5, -1, -13, 1
O=C(c1cc([N+](=O)[O-])cc([N+](=O)[O-])c1)N(c1ccccn1)c1ccccn1
 : 11, -4, 3, 20, -0.7, 1, 0, 0.95
CC(C)COC(=O)c1cc(-c2ccc(/C=N/n3cnnc3)o2)ccc1Cl
 : -2, 26, -2, -30, 2.9, -2, -5, 0.98
Cc1cc(NC(=O)COC(=O)COc2cccc3c2OC(C)(C)C3)no1
 : -10, 3, 2, 15, -0.3, 1, -16, 0.93
Cc1ccc(S(=O)(=O)N2CCC(C(=O)Nc3ccc(N4CCOCC4)cc3)CC2)cc1C
 : 6, 7, 1, 14, -0.6, -1, -3, 1
CC(=O)NCCCc1c[nH]c2ccc(Cl)cc12
 : 4, 7, -1, 12, 0.4, 0, 0, 0.87
Cc1ccc(NC(=O)c2ccn(C)n2)c(Br)c1
 : 61*, -6, 3, 18, -3.5, -3, -8, 0.99
CC(/C=N/n1c(-c2ccco2)n[nH]c1=S)=C\c1ccccc1
 : -12, 1, 0, 21, 0.9, -10, 14, 0.95
O=C(CCl)Nc1ccc(N=Nc2ccccc2)cc1
 : ., 3, 4, 18, 16, 1, -15, .
O=C(COc1ccccc1)NC1=NCCS1
 : 0, -13, 2, 23, 0.9, -1, 4, 0.82
N#CNC(N)=Nc1cccc(Cl)c1
 : -8, 8, -2, 12, 13, -6, -7, 1
CCOC(=O)CCCCC(=O)c1[nH]c(=O)[nH]c1CSc1nnc2c3ccccc3n(C(C)C)c2n1
 : 8, 37, 6, 22, 1.1, -2, 1, 1.2
C[C@H](CO)N1C[C@H](C)[C@H](CN(C)C(=O)C2CC2)OCc2cnnn2CCCC1=O
 : ., 13, 2, 13, -1.7, ., ., .
CC(=O)Cc1ccccc1OC(=O)c1ccco1
 : -4, -5, -1, 8, 0.3, 0, 1, 1
CCN(CC)S(=O)(=O)c1cccc(NN=c2c(=O)c3ccccc3c2=O)c1
 : 4, -6, 4, 33, 3.6, -2, -2, 0.82
CC1c2nc3ccccc3n2C(CC(=O)NCc2ccccn2)C(=O)N1Cc1ccccc1 (configuration not stated)
 : 3, -5, 2, 15, -0.2, 1, -10, 1.1
O=C(Nc1cccc([N+](=O)[O-])c1)c1ccc(CN2CCOCC2)cc1
 : 6, -1, 3, 12, -1.2, 0, -2, 0.96
CN(C)CCN(C)Cc1c2ccccc2c(CN(C)CCN(C)C)c2ccccc12
 : 18, 3, -17, -89, 0.3, 2, 6, 0.81
O=C(/C=C/NCC(=O)c1ccccc1)c1ccc(Br)cc1
 : -16, 11, -14, 0, 2.3, -10, 12, 0.93
CC(=O)Nc1ccc(S(=O)(=O)NCc2ccc(C(=O)NCCN3CCCCCC3)cc2)cc1
 : -19, 8, -1, 39, 0.1, 5, 1, 0.91
Nc1nonc1-n1nnc(C(=O)N/N=C/c2ccccc2Cl)c1CSc1ccccc1
 : -8, 8, 3, 21, 23, 30*, -31, 1.1
COc1ccc(OC)c(NC(=O)CSC2=NN3CCCC(=O)N=C3S2)c1
 : 9, 9, -1, 16, -0.5, -1, -13, 1
CC(C)C[C@H](NC(=O)c1[nH]cnc1C(=O)N[C@@H](C)c1ccccc1)C(=O)OC(C)(C)C
 : -11, 25, 3, 6, -1.0, -24, -13, 1.3
Cc1nc2ncnn2c(C)c1CCC(=O)N1CCc2ccccc2C1
 : 5, -16, 3, 17, -2.8, -2, -5, 1
